Bioassay records: PubChem, Broad Institute
ARNT TACC3 PPI: disruptors of human ARNT/TACC3 interaction; Q9Y6A5; AlphaScreen His-ARNT PAS-B/GST-TACC3 binding, luminescence; TACC3 fragment carries E629A point mutation; inhibition, % at 9.99 µM; hit rate 0.66% among 390,000;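 active means mean inhibition of replicates at least 50% and at least half of replicates each reaching 50%; inconclusive means half or more replicates reach 50% but mean below 50%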;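 further: 0% = complete ARNT plus TACC3 wells and 100% = ARNT alone without TACC3; many hits fall short of the cut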
miR-122 sensor: miR-122 inhibition in Huh7 cells; Huh7 miR-122 Renilla luciferase sensor, 48 h; neutral wells = 0, positive control = 100; activation (reporter increase), % at 12.5 µM; hit rate 0.3% among 340,000;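 active means mean replicate activation score at least 90 and every replicate individually at or above 90; inconclusive means only one of the two criteria met; inactive means neither criterion met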;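 further: higher luciferase means less miR-122 activity so hits act as miR-122 inhibitors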
Cneo AK release: Cryptococcus neoformans lysis via adenylate kinase release. C. neoformans lysis, adenylate kinase release luminescence, 4 h; normalised: neutral wells 0, clomiphene wells 100. lysis activity, % at 15 µM. hit rate 0.2% among 360,000. AID 651654;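 active means mean lysis activity across replicates of at least 80%, whatever share of replicates individually reach that level; inactive means mean lysis activity below 80%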
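Schedule: static 4 h at 37 °C with compound, 1 h detection; system: C. neoformans cells; benchmarks: Clomiphene as positive control; buffer or medium: fresh YPD medium; measure: luminescence rise reflecting yeast cell lysis; measured by: luminescent adenylate kinase detection reagent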
esBAF inh: SWI/SNF esBAF complex inhibition; mouse ES cells, Bmi1-luciferase knock-in reporter, 24 h; 100% = twice the neutral-well signal; reporter increase, % at 12.5 µM; hit rate 2% among 350,000; AID 602393; in the data active means activation above about 40%; inconclusive means no clear call, values can overlap the other calls;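 further: 0% = median of the plate's neutral control wells and 100% = double that signal; a rise in the Bmi1 reporter signal indicates esBAF inhibition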
SIRT5 inh: blocks human SIRT5 desuccinylation of peptide; inhibition, % at 15 µM; AID 652115; Purified SirT5, succinyl-peptide AMC, trypsin-coupled fluorescence; hit rate 1.1% among 330,000; Q9NXA8; in the data active means inhibition above about 15%; inconclusive means no clear call, values can overlap the other calls
Target sequence (Q9NXA8 whole entry, looked up): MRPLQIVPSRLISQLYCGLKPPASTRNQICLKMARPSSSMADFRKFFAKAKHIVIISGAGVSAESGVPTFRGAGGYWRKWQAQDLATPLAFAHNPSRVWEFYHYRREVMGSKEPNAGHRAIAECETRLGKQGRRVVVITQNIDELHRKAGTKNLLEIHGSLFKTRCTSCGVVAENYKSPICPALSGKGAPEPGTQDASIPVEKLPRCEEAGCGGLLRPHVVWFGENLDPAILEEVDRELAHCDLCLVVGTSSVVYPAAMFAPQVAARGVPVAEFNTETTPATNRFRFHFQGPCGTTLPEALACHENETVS
ERp5 block: ERp5 (human) disulfide isomerase inhibition | ERp5 insulin aggregation, absorbance 650 nm, 90 min | inhibition, % at 9.99 µM | hit rate 0.05% among 350,000 | AID 651711;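 active means mean replicate inhibition above about 25%, with every replicate also reaching it, limit read from the data, passing the limit was not always enough; inconclusive means only one of those two criteria met; inactive means neither criterion met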
Target sequence (Q15084 whole entry, looked up): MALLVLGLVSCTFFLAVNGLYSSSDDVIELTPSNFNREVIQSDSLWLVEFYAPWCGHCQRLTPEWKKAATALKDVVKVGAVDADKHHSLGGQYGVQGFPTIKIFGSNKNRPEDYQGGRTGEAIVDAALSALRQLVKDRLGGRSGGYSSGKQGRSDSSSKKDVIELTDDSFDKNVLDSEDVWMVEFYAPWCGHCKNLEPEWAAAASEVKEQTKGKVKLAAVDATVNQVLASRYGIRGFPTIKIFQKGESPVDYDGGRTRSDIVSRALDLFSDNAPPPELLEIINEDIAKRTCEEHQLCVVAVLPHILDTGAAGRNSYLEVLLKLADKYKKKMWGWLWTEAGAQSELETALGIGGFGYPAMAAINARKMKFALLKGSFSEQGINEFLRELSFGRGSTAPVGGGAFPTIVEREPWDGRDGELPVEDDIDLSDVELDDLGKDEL
C2C12 statin: suppressors of simvastatin-induced myotoxicity in C2C12 myotubes; ATP luminescence, 48 h; scaled: DMSO 0, geranylgeraniol control 100; rescue of ATP level, % at 7.49 µM; hit rate 0.78% among 330,000; AID 602340;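 active means mean ATP rescue above about 67%, or every replicate alone reaching that limit, limit read from the data, passing the limit was not always enough; inconclusive means no clear call, values can overlap the other calls; inactive means mean under the limit and some replicate under it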;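 further: myotubes were challenged with 10 µM simvastatin during compound exposure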
An asterisk follows results filed as active; ? = inconclusive; . = no result given; & = joins results of further samples; [ ] = another dose, or the depositor's remark. The order is random. Share with any hit: about 4%.

SMILES	ARNT TACC3 PPI	miR-122 sensor	Cneo AK release	esBAF inh	SIRT5 inh	ERp5 block	C2C12 statin
O=C(/C=C/c1ccco1)Nc1nc(-c2ccccc2)cs1	-1	-2	-1	.	.	9	.
O=c1cnnc(N/N=C/c2c[nH]c3ccccc23)[nH]1	8	-2	3	-1	-1	?	-4
O=C(Nc1ccc(N2CCCCC2)c(C(=O)O)c1)c1ccco1	.	-1	1	11	.	.	-5
NC(=O)NCCCC(=O)NCC(c1ccccc1Cl)c1c[nH]c2ccccc12 (stereo not drawn)	-1	15	2	6	-1	1	10
CN(C)C(=O)[C@@H]1N[C@@H]2c3ccc(-c4ccc(F)cc4)c(=O)n3C[C@@H]2[C@H]1CO	-3	.	-2	0	-27	1	14
CCOc1cc(/C=N/NC(N)=O)cc(Br)c1OCc1ccccc1F	.	2	-1	0	.	.	-7
C[C@H](CO)N1C[C@H](C)[C@H](CN(C)C(=O)Nc2ccc(C(F)(F)F)cc2)Oc2ncc(-c3cccnc3)cc2C1=O	-5&-5	-2	1&-2&-6	-4&1&5	10&-2&-3	5&-6&1	-9&-10&-10
CC(C)CCNC(=S)Nc1ccccn1	-20	-1	25	.	.	.	.
CCOc1ccccc1NC(=O)CSc1nc(=O)n(Cc2ccncc2)c2c1CCC2	2	-5	1	1	0	1	-9
O=S(=O)(c1ccccc1F)N1CCN(Cc2cc3c(cc2Br)OCCO3)CC1	.	.	0	0	-3	-2	-24
CN(Cc1nc2ccccc2c(=O)[nH]1)C(=O)c1cc(-c2ccc(Br)cc2)nc2ccccc12	-2	8	0	-9	3	-2	-24
COCc1cn(CC[C@@H]2CC[C@@H](NC(=O)c3ccncc3)[C@H](CO)O2)nn1	-1	.	-4	-7	-1	0	-3
CC(C)NC(=O)Nc1ccc2c(c1)CC(=O)N([C@@H](C)CO)C[C@H](C)[C@H](CN(C)C(=O)Nc1ccccc1)O2	1	11[16.7 µM]	3	3	2	3	-7
CC(=O)c1ccc(OCc2cc(C(=O)NC(C)c3cnn(C)c3)no2)cc1 (stereo not drawn)	-2	.	-1	11	0	3	1
C[C@@H]1CN([C@H](C)CO)C(=O)Cc2cc(N(C)C)ccc2O[C@@H]1CN(C)S(=O)(=O)c1cn(C)cn1	-4	-5[16.7 µM]	1	0	-3	-1	-19
COc1ccccc1N(C)S(=O)(=O)c1ccc(C(=O)Nc2ccc(N3CCOCC3)cc2)cc1	9	.	1	.	-1	-3	.
CCOC(=O)c1sc(NC(=O)CSc2nc(-c3ccco3)cc(C(F)(F)F)n2)c(C(=O)OC)c1C	-10	.	.	.	2	5	.
COC(=O)c1ccc2ccccc2c1OC1OC(CO)C(O)C(O)C1NC(C)=O (stereo not drawn)	-1	0	0	4	-3	-1	0
CCS(=O)(=O)c1ccc2c(c1)N(S(=O)(=O)c1ccc(C)cc1)CC(C(=O)O)O2 (stereo not drawn)	-8	-1	1	7	1	2	1
CO[C@H]1CN(C)C(=O)c2cc(NS(=O)(=O)c3ccccc3)ccc2OC[C@H](C)N(Cc2nccs2)C[C@H]1C	-20	.	5	4	-2	4	9
CCn1c(Cc2ccccc2)nnc1SCC(=O)Nc1ccccc1N1CCOCC1	1	6	2	.	.	.	.
COc1ccc(CNC(=O)C(=O)NCCCn2ccnc2)cc1	-1	1	-7	-1	-5	3	-3
Cc1nc(-c2ccc(Cl)cc2)sc1C1(C)CC(c2ccccc2Br)=NO1 (stereo not drawn)	-7	-1	-1	.	.	-1	.
C[C@H]1CN([C@@H](C)CO)C(=O)c2cc(NC(=O)CCN3CCOCC3)ccc2O[C@@H]1CN(C)C(=O)Nc1cccc2ccccc12	.	1[16.7 µM]	.	-3	.	.	14
C[C@@H]1CN([C@H](C)CO)C(=O)c2cc(NS(=O)(=O)c3ccccc3)ccc2O[C@H]1CN(C)S(C)(=O)=O	-7	6[16.7 µM]	-2	-1	3	3	-13
NC(=S)Cc1nc2n(n1)Cc1ccccc1-2	7	10	0	5	.	.	9
O=c1[nH]c2ccc(Cl)cc2c(-c2ccccc2)c1N1CCOCC1	-6	-3	5	2	.	2	4
COc1ccc(C)cc1NC(=O)C1CCN(S(=O)(=O)c2c(C)noc2C)CC1	-3	.	.	.	-1	-9	.
COc1ccc(N(CC(=O)NC2CCCCC2C)S(=O)(=O)c2c(C)nn(C)c2C)cc1 (stereo not drawn)	-2	1	0	-3	2	1	-7
Cc1ccc2c(c1)N(CC(=O)NC(C)CCc1ccccc1)C(=O)c1cccnc1O2 (stereo not drawn)	-16	0	1	-2	.	2	18
COc1ccc(CN(C)C[C@@H]2Oc3ccc(NC(=O)Cc4cn(C)c5ccccc45)cc3C(=O)N([C@H](C)CO)C[C@H]2C)cc1	-6	0[16.7 µM]	0	0	0	12	45
CCOC(=O)[C@@H]1[C@H]2COc3ccccc3[C@H]2N2C(=O)N(c3ccc(OC)cc3)C(=O)[C@]12C	-1	-4	7	-2	.	5	19
COc1ccc(CN(C)C[C@H]2Oc3ccc(NC(=O)Nc4ccc(F)cc4)cc3C(=O)N([C@H](C)CO)C[C@@H]2C)cc1	-1	-1[16.7 µM]	1	-1	5	-6	-7
Cc1cc2n(n1)C(c1c[nH]c3ccccc13)Nc1ccccc1-2 (stereo not drawn)	1	5	-7	7	.	.	-29
COc1cccc(NC(=O)N2CCc3nc(NCc4cccc(Oc5ccccc5)c4)ncc3C2)c1	.	1	1	-5	.	0	-21
CCN1C(=O)[C@@H]2[C@@H](c3ccc(-c4ccc(F)cc4)c(OC)c3)N3CCCC[C@@]3(C(=O)OC)[C@@H]2C1=O	.	-5	0	-5	-4	2	3
Cc1noc(C)c1NC(=O)N(C)C[C@@H]1OCCCC[C@H](C)Oc2ccc(NS(=O)(=O)c3ccc(Cl)cc3)cc2C(=O)N([C@H](C)CO)C[C@@H]1C	-10	3[16.7 µM]	0	1	4	1	.
CCCOc1ccc2oc(=O)c3c(c2c1)CCCN3C(=O)CN1CCN(c2ncccn2)CC1	-7	-8	4	-4	.	.	-1
CCOC(=O)CNC(=S)N(Cc1ccco1)Cc1ccccc1Cl	-4	.	-2	-4	-2	17	-3
COc1ccc(CNC(=O)C[C@@H]2C=C[C@@H](NC(=O)CN(C)C)[C@H](CO)O2)cc1	-4	.	1	-3	1	1	1
COc1ccc(N2CCN(C(=O)c3ccc(-c4ccccc4)cc3)CC2)cc1	-5	-8	4	2	-10	5	3
CCCCn1nnc(NC(=O)CCC)n1	-6	-5	0	-13	.	.	1
O=C(COC(=O)c1cc(S(=O)(=O)N2CCOCC2)c(Cl)cc1Cl)NCc1ccco1	6	-3	.	.	-3	2	.
Clc1ccc2oc(-c3ccccc3)cc(=NCCCN3CCOCC3)c2c1	1	.	.	.	1	2	.
COc1ccc(Cc2nnc(NC(=O)c3c(-c4ccccc4)noc3C)s2)cc1	1	5	1	-7	.	.	17
COc1ccc(S(=O)(=O)N2CC=C(C(=O)NC3CCCC3)CC2)cc1	-7	7	-3	1	-1	3	-3
c1nc(NC2CCCCC2)c2[nH]cnc2n1	-8	-10	-2	7	.	.	-12
CC1CC(C)CN(C(=O)COC(=O)c2cccc([N+](=O)[O-])c2)C1 (stereo not drawn)	-7	6	-1	-12	-2	5	-14
CCOc1ccccc1N(C)S(=O)(=O)c1ccc2c(c1)CCN2C(=O)CCC(=O)O	-4	0	2	-2	-7	2	4
Cc1ccc(/C=C/C(=O)c2nc3ccccc3[nH]2)cc1	-1	7	-11	3	.	.	4
Additional structures
SMILES	ARNT TACC3 PPI	miR-122 sensor	Cneo AK release	esBAF inh	SIRT5 inh	ERp5 block	C2C12 statin
O=C(COC(=O)c1ccc2ncsc2c1)NCc1ccc(Cl)cc1	-8	.	4	22	-2	-12	0
CC(C)n1c(=O)c2ccccc2n1C(=O)c1ccccc1	.	-6	-2	-2	0	1	1
COc1ccc(S(=O)(=O)N(C)C[C@H]2OCCCC[C@@H](C)Oc3ccc(NS(=O)(=O)c4cccs4)cc3C(=O)N([C@@H](C)CO)C[C@@H]2C)cc1	5	9[16.7 µM]	1	3	11	-2	.
CCN(C(=O)CSc1n[nH]c(-c2cccs2)n1)C1CCS(=O)(=O)C1 (stereo not drawn)	1	2	0	-2	0	8	1
Cc1noc(C)c1S(=O)(=O)Nc1ccc2c(c1)C(=O)N([C@@H](C)CO)C[C@@H](C)[C@@H](CN(C)S(=O)(=O)c1ccc(F)cc1)OCCCC[C@@H](C)O2	5	2[16.7 µM]	2	-2	3	-5	.
O=C(NNc1ccccc1)/C(=C\c1cccnc1)NC(=O)c1ccccc1	-3	.	.	.	1	-4	.
CN(C)C(CNC(=O)c1ccc2c(=O)n(-c3ccccc3F)c(=S)[nH]c2c1)Cc1ccccc1 (stereo not drawn)	-10	-6	.	.	4	2	.
COc1cccc(CC(=O)OC(C)C(=O)NCc2ccc3c(c2)OCO3)c1 (stereo not drawn)	1	0	.	.	-14	-4	.
CCOc1ccc(NC(=S)N2CCN(CCN3C(=O)c4cccc5cccc(c45)C3=O)CC2)cc1	.	16	0	-7	-2	1	-4
CC(=O)Nc1ccc(Oc2cc(N)cc([N+](=O)[O-])c2)cc1	17	.	.	.	1	-3	.

Filtered by structure, the compounds so far with an aryl methoxy group.
SMILES	ARNT TACC3 PPI	miR-122 sensor	Cneo AK release	esBAF inh	SIRT5 inh	ERp5 block	C2C12 statin
COc1ccccc1N(C)S(=O)(=O)c1ccc(C(=O)Nc2ccc(N3CCOCC3)cc2)cc1	9	.	1	.	-1	-3	.
COc1ccc(CNC(=O)C(=O)NCCCn2ccnc2)cc1	-1	1	-7	-1	-5	3	-3
COc1ccc(C)cc1NC(=O)C1CCN(S(=O)(=O)c2c(C)noc2C)CC1	-3	.	.	.	-1	-9	.
COc1ccc(N(CC(=O)NC2CCCCC2C)S(=O)(=O)c2c(C)nn(C)c2C)cc1 (stereo not drawn)	-2	1	0	-3	2	1	-7
COc1ccc(CN(C)C[C@@H]2Oc3ccc(NC(=O)Cc4cn(C)c5ccccc45)cc3C(=O)N([C@H](C)CO)C[C@H]2C)cc1	-6	0[16.7 µM]	0	0	0	12	45
CCOC(=O)[C@@H]1[C@H]2COc3ccccc3[C@H]2N2C(=O)N(c3ccc(OC)cc3)C(=O)[C@]12C	-1	-4	7	-2	.	5	19
COc1ccc(CN(C)C[C@H]2Oc3ccc(NC(=O)Nc4ccc(F)cc4)cc3C(=O)N([C@H](C)CO)C[C@@H]2C)cc1	-1	-1[16.7 µM]	1	-1	5	-6	-7
COc1cccc(NC(=O)N2CCc3nc(NCc4cccc(Oc5ccccc5)c4)ncc3C2)c1	.	1	1	-5	.	0	-21
CCN1C(=O)[C@@H]2[C@@H](c3ccc(-c4ccc(F)cc4)c(OC)c3)N3CCCC[C@@]3(C(=O)OC)[C@@H]2C1=O	.	-5	0	-5	-4	2	3
COc1ccc(CNC(=O)C[C@@H]2C=C[C@@H](NC(=O)CN(C)C)[C@H](CO)O2)cc1	-4	.	1	-3	1	1	1
COc1ccc(N2CCN(C(=O)c3ccc(-c4ccccc4)cc3)CC2)cc1	-5	-8	4	2	-10	5	3
COc1ccc(Cc2nnc(NC(=O)c3c(-c4ccccc4)noc3C)s2)cc1	1	5	1	-7	.	.	17
COc1ccc(S(=O)(=O)N2CC=C(C(=O)NC3CCCC3)CC2)cc1	-7	7	-3	1	-1	3	-3
COc1ccc(S(=O)(=O)N(C)C[C@H]2OCCCC[C@@H](C)Oc3ccc(NS(=O)(=O)c4cccs4)cc3C(=O)N([C@@H](C)CO)C[C@@H]2C)cc1	5	9[16.7 µM]	1	3	11	-2	.
COc1cccc(CC(=O)OC(C)C(=O)NCc2ccc3c(c2)OCO3)c1 (stereo not drawn)	1	0	.	.	-14	-4	.
